Source: PubChem BioAssay
AT treatment – potential ataxia-telangiectasia treatments restoring KAP-1 phosphorylation; Potency, µM (series often up to 57.5 µM), without a hit: top-dose activation, hits mostly activators; […] A-T fibroblasts, KAP-1 phosphorylation AlphaLISA; neocarzinostatin DNA damage 30 min before lysis; 320,000 compounds, 0.19% hits; also: potency is read from the fitted curve at half-maximal effect; % of control where 0% means no effect; nearly all actives have a fitted effect of over 45% in size
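hTERT-immortalized A-T patient fibroblasts ([…]), 500 cells/well in OPTI-MEM, 1% FBS, got compounds for 60 min, then NCS for 30 min at 37C. Lysates were then assayed for phospho-KAP-1 by AlphaLISA (anti-pKAP1 donor, anti-KAP1 acceptor beads), 6 hr at 25C.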
S-ASM inh – inhibitors of human secretory acid sphingomyelinase; placental ASM, HMU-PC fluorogenic substrate, 60 min; Potency, µM (top dose mostly 57.5 µM), for inactives: at the highest dose activity change, negative = inhibition, actives largely listed as inhibitors; 340,000 compounds, 0.006% hits; AID 504937; also: potency is read from the fitted curve at half-maximal effect
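Fluorogenic HMU-PC substrate (9 uM final) is turned over by placental ASM in 60 min at 37 C after a 10 min compound preincubation. Reaction ended by alkaline stop (pH 10), with fluorescence read at 386/447 nm.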
TRPV1 agonist – activates the human vanilloid receptor TRPV1; 320,000 compounds, 0.19% hits; TRPV1-expressing cells, Fluo-8 calcium influx, agonist mode; Q8NER1; AID 540275; activation, % at 8.33 µM; in the data active = activation above about 80%; inconclusive = between about 30% and that limit; also: 0% is about no effect
Target sequence (Q8NER1 whole entry, looked up): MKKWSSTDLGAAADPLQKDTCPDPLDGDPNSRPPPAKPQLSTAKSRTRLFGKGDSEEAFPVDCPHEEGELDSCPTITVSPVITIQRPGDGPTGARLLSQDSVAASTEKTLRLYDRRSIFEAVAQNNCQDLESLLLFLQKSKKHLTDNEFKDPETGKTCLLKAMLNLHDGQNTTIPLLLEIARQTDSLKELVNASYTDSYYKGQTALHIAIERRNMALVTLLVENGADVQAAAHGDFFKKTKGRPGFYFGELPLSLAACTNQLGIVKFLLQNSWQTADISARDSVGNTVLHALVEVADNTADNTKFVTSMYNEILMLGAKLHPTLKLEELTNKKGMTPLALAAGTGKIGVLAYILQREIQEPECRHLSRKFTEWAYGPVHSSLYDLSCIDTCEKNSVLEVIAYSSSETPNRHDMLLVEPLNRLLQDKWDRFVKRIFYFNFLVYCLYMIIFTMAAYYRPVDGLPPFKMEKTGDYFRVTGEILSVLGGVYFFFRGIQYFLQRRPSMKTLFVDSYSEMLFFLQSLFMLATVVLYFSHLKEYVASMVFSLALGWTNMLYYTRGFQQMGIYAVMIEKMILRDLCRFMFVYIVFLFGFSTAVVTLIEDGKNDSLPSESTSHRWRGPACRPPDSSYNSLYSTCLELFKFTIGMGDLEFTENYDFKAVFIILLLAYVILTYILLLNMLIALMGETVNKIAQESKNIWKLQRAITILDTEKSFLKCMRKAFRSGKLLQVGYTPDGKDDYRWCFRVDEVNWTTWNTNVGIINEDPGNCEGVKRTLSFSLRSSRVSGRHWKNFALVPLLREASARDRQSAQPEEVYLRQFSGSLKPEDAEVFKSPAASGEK
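Fluo-8 calcium influx in TRPV1-expressing cells, kinetic read (ex 480/em 520 nm). Compound added and read 3 min for agonist activity, followed by capsaicin at EC20 final and 2 min further read for enhancement.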
KCNH2 3.1 block – KCNH2 3.1 (human) potassium channel inhibition; AID 720553; activity change, % (tested at about 1.8 µM); U2OS KCNH2 3.1, thallium flux FluxOr; hits give low values; 340,000 compounds, 0.95% hits;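 active = maximum activity change below -70%; inconclusive = maximum activity change from -70% to -50%; inactive = maximum activity change above -50%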;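 also: thallium influx rate constant from kinetic fluorescence after stimulation buffer; % is scaled to controls: 0 for no effect and ±100 for the full control effect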
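Channel expression came from 3.1 mutant virus (1.77 x 10^8 /mL) applied to suspended U2OS cells for 4 h. Flux was tracked with FluxOr dye plus Red40 quencher, and kinetic rate constants normalized to controls.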
a7 integrin act – activators of alpha7 integrin expression for muscular dystrophy. Potency, µM (titrated, usually from 38.3 µM), for inactives: at the top dose activation, most hits filed as activators. alpha7betagal myoblasts, beta-gal FDG fluorescence, 48 h. 350,000 compounds, 0.064% hits;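 also: potency is read from the fitted curve at half-maximal effect; 100% = response of the positive control SU9516; nearly all actives have a fitted effect of over 60% in size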
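alpha7betagal+/- myoblasts (passage 13, 250/well) treated 48 h at 37C with compounds at 1:260 dilution of DMSO stock. Lysed, then beta-galactosidase activity read as FDG fluorescence (ex 480/em 540) after 30 min, with pre-read for autofluorescence.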
Coupling enz – coupling enzyme interference in Giardia aldolase counter-screen; 290,000 compounds, 0.67% hits; coupling enzyme system counterscreen, AmpLite Red fluorescence; activity change, negative = inhibition, % at 58.2 µM, hits read low; in the data active = activity change below about -30%; also: % is scaled to controls: 0 for no effect and ±100 for the full control effect
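Counterscreen of the coupled detection system alone, without aldolase: glyceraldehyde-3-phosphate coupling enzymes plus AmpLite Red readout. Compounds at 57.5 uM final, 10 min RT preincubation, 20 min RT reaction, fluorescence 525/598 nm.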
KCNH2 WT inh – blocks the wildtype human KCNH2 potassium channel; Q12809; U2OS, BacMam KCNH2, thallium flux FluxOr; hits give low values; activity change, % at 1.84 µM; 340,000 compounds, 0.37% hits; AID 720551;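 active = maximum activity change below -70%; inconclusive = maximum activity change between -70% and -50%; inactive = maximum activity change above -50%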; also: % is scaled to controls: 0 for no effect and ±100 for the full control effect
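U2OS cells were transduced with wild-type KCNH2 virus (2.03 x 10^8 / mL) for 4 h at room temperature, then cultured overnight at 37 C. Thallium flux was read with FluxOr dye. Rate constants were normalized to DMSO controls.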
MBNL1-CUG inh – inhibitors of human MBNL1 binding to CUG repeat RNA; 280,000 compounds, 0.036% hits; Potency, µM (highest dose often 57.5 µM), without a hit: at the highest dose activity change, negative = inhibition, usual class: inhibitors; Q9NR56; AID 2675; TR-FRET MBNL1-His/biotin-(CUG)12 binding, 665/545 ratio; active = well fitted inhibition curve with a large enough effect in the signal ratio, with a control signal flat, not every such curve was filed as active; inconclusive = small, poorly fitted or top-dose-only effect, or effect the other way, or a change in a side signal; inactive = no such curve, though single readings can be large or run the other way; the % refers to the signal ratio; also: potency is read from the fitted curve at half-maximal effect; % is scaled to controls: 0 for no effect and ±100 for the full control effect
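TR-FRET between His-tagged MBNL1 and biotin-(CUG)12 RNA, detected with Tb anti-His antibody (0.055 ng/ul) and streptavidin-XL665 (5 nM), 60 min at room temperature. Compounds titrated 92 nM to 58 uM; 665/545 nm ratio normalized to buffer and complex controls.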
CXXC DNA block – inhibitors of human MLL CXXC domain-DNA interaction; MLL-CXXC / FITC-HOXA9 DNA fluorescence polarization; Potency, µM (series often up to 115 µM), for the others: at the top dose activity change, negative = inhibition, actives largely listed as inhibitors; 290,000 compounds, 0.037% hits; active = well fitted inhibition curve with a large enough effect in the polarisation, with a control signal flat, not every such curve was filed as active; inconclusive = small, poorly fitted or top-dose-only effect, or effect the other way, or a change in a side signal; inactive = no such curve, though single readings can be large or run the other way; the % refers to the polarisation; also: potency is read from the fitted curve at half-maximal effect
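Purified MLL-CXXC (added from a 7 uM solution) was preincubated 5 min at ambient with pinned compounds in 50 mM Tris-HCl pH 7.5, 50 mM NaCl, 1 mM DTT, 0.05% BSA. Fluorescein-labeled HOX-A9 DNA (50 nM solution) followed, 30 min, then polarization read.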
GALK inh – blocks human galactokinase activity | P51570 | Purified GALK, Kinase-Glo residual ATP luminescence | Potency, µM (highest dose often 57.5 µM), for inactives: at the highest dose activity change, negative = inhibition, hits mostly inhibitors | 270,000 compounds, 0.007% hits; also: potency is read from the fitted curve at half-maximal effect; % is scaled to controls: 0 for no effect and ±100 for the full control effect
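ATP-depletion format; final 35 uM ATP, 100 uM D-galactose, 5 nM enzyme; pH 8.0 HEPES/Mg2+ buffer; 60 min RT; luminescence read 10 min after detection reagent.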
Starred values were filed as active, the others as inactive; i = inactive; ? = inconclusive; . = no result given; [ ] = another dose, or the depositor's remark. Unless noted, calls follow the shape of the dose curve; as a rule, active = well fitted curve in the direction sought with a large enough effect; inconclusive = small, poorly fitted or top-dose-only effect, or another doubt; inactive = no such curve, though single readings can be large; an effect the other way counts as inactive or inconclusive.

SMILES | AT treatment | S-ASM inh | TRPV1 agonist | KCNH2 3.1 block | a7 integrin act | Coupling enz | KCNH2 WT inh | MBNL1-CUG inh | CXXC DNA block | GALK inh
CCOC(=O)c1c(C)[nH]c(C(=O)N2CCCC(C(=O)c3cccc(OC)c3)C2)c1C (stereo not given) | 4% | -5% | -2 | -9 | 8% | 1 | 1 | -4% | -3% | 2%
O=C(NC1CCCCC1)c1cc2nc3c(c(C(F)(F)F)n2n1)CCCC3 | -2% | -2% | 2 | . | -2% | 0 | 9 | ? | -8% | 2%
O=C(C1CCCN1S(=O)(=O)c1ccc(Cl)cc1)N1CCOCC1 (stereo not given) | -2% | 5% | . | -18 | 6% | 3 | -7 | 1% | 0% | 0%
CCC(C)NC(=O)CNC(=O)c1nn(-c2ccc(OC)cc2)c(=O)c2ccccc12 (stereo not given) | 7% | 3% | 1 | -21 | 0% | 0 | -3 | 21% | 12% | 0%
CN1C(=O)c2ccc(NC(=O)c3cccc(N4C(=O)CCC4=O)c3)cc2C1=O | 0% | 13% | -3 | -14 | 3% | 1 | . | ? | -10% | 0%
COc1ccc(CCNC(=O)Cn2nnc(C(=O)Nc3cc(C)ccc3C)c2N)cc1OC | 9% | 0% | 2 | -4 | 42% | . | 5 | 3% | 10% | -4%
COc1ccc(NC(=O)CSc2c3c(nc4ccccc24)CCC3)c(OC)c1 | 6% | 0% | 2 | -3 | 9% | -5 | 3 | . | 4% | 1%
NC(=O)C(CC(=O)O)NC(=O)[C@@H]1CCCCNc2c(I)cc([N+](=O)[O-])cc2C(=O)N[C@@H](CO)C(=O)NCC(=O)N1 (stereo not given in full) | 14% | . | -4 | . | . | 1 | . | ? | -2% | .
CCCCC/C=C/C1=CC(=O)C[C@H](c2ccc(OC)cc2)C1 | -2% | -11% | ? | -1 | -6% | . | -2 | . | . | .
COc1ccc(S(=O)(=O)N(CC(=O)O)Cc2ccccc2)cc1OC | 0% | -3% | -2 | 7 | 24% | 14 | -12 | 8% | -18% | -4%
COc1ccccc1CNC(=O)CN(C)S(=O)(=O)c1ccc2c(c1)n(C)c(=O)c(=O)n2C | 2% | -1% | 3 | -4 | 24% | . | -7 | 1% | 2% | 3%
COc1ccc(CN2C(=O)CC(Cc3cc(C)cc(C)c3)C2=O)cc1OC (stereo not given) | 8% | -1% | ? | -15 | 5% | 0 | 0 | ? | 8% | 1%
CC(NC(=S)NC1CCCCC1)C(c1ccccc1)N1CCOCC1 (stereo not given) | 9% | 2% | 18 | 12 | 23% | -2 | 4 | -8% | 2% | 9%
O=C(/C=C/c1cccs1)N1CCN(c2ccc(O)cc2)CC1 | -1% | 6% | ? | 18 | -44% | -6 | -2 | ? | -16% | 0%
CCOc1ccc(NS(=O)(=O)c2cc(OC)ccc2OC)cc1 | 3% | 0% | 0 | 4 | -27% | 3 | 2 | -4% | 7% | -4%
O=C(NCc1ccccn1)c1cc(-c2ccccc2Cl)nc2ccccc12 | -5% | -1% | 7 | 12 | -28% | 0 | 8 | -1% | 12% | 0%
Cc1ccnc(NC(=O)c2ccc(NC(=O)c3ccco3)cc2)c1 | -2% | 0% | -1 | -2 | -25% | 0 | 2 | 3% | 2% | 0%
CC1(C)CC(=O)C2=C(C1)N(CC1CCCO1)C(=O)C2(O)C(F)(F)F (stereo not given) | 2% | 1% | 1 | 18 | 0% | 4 | -3 | 0% | 1% | 2%
CC(=O)Nc1cc(C(F)(F)F)ccc1OCC1CCCO1 (stereo not given) | 1% | 2% | 1 | 0 | -12% | -5 | -9 | 15% | -6% | 1%
Cc1cc(C)n(C(=O)CNc2cccc(Cl)c2C)n1 | 4% | 1% | 4 | -15 | 9% | 1 | -4 | -18% | -4% | 0%
COc1cccc(C(=O)Oc2ccc3ccc(=O)oc3c2)c1 | -4% | i | 10 | 5 | 14% | 1 | -4 | -6% | 10% | 4%
CCOc1ccc(S(=O)(=O)/N=C(/Nc2ccc(OC)cc2)c2ccccc2)cc1 | 0% | -6% | 2 | . | ? | . | 10 | -1% | 1% | -1%
O=c1oc2ccccc2cc1-c1nnc(NCc2ccco2)s1 | . | 292%[activator] | -3 | -8 | -21% | -1 | -4 | ? | 4% | 2%
COc1cc2oc(=O)cc(-c3ccc(-c4ccc(N(C)C)cc4)cc3)c2c(OC)c1OC | 21% | 38%[activator] | . | 0 | 20% | -1 | -1 | . | . | .
CC(C)Oc1ccc(C(=O)NCC(=O)Nc2ccc3c(c2)CCC3)cc1 | 1% | 3% | 14 | -10 | -13% | . | -3 | . | . | .
New compounds follow.
SMILES | AT treatment | S-ASM inh | TRPV1 agonist | KCNH2 3.1 block | a7 integrin act | Coupling enz | KCNH2 WT inh | MBNL1-CUG inh | CXXC DNA block | GALK inh
Cc1ccc(C)c(N2C(=N)S/C(=C\c3ccc(-c4ccccc4C(=O)O)o3)C2=O)c1 | 3% | -1% | 2 | -3 | -27% | 19 | -7 | 11% | 34%[activator] | -7%
COc1cc(C=O)ccc1OCC(=O)NC(C)(C)C | 7% | 9% | -2 | 3 | ? | 2 | i | -8% | 4% | 2%
CNc1nc(NC#N)nc(SC)n1 | 5% | 2% | 2 | -3 | 9% | 0 | -10 | -7% | 8% | 1%
COc1ccccc1NS(=O)(=O)c1cccc(C(=O)N2CCCCCCC2)c1 | 2% | 1% | -1 | 27 | -21% | . | 17 | . | . | .
CCOCCSc1nc2c(c(=O)[nH]c(=O)n2C)n1CCCc1ccccc1 | -4% | 1% | 20 | -11 | 14% | 1 | 0 | -1% | 1% | -2%
COc1ccc(NC(=O)c2cc3ccccn3n2)cc1 | 7% | -1% | ? | 15 | 11% | -15 | -10 | 1% | -21% | 1%
Cc1ccc(-n2nnnc2SCC(=O)Nc2ncc(Cc3ccccc3Cl)s2)cc1 | 1% | -2% | 0 | -3 | 8% | 2 | 1 | -11% | 7% | 1%
O=C(N/N=C/c1ccccc1)c1ccc(CN2C(=O)c3cccc4cccc2c34)cc1 | 6% | 56%[activator] | 28 | -2 | -16% | -6 | -3 | 13% | -2% | 1%
Cc1cccc(NC(=O)C2CCCN2S(=O)(=O)c2ccc(F)cc2)c1C (stereo not given) | -2% | 0% | 4 | 4 | -13% | 1 | 2 | 6% | 8% | -3%
COc1ccc(NC(=O)C2COc3ccccc3O2)cc1S(=O)(=O)N1CCOCC1 (stereo not given) | -3% | 1% | 0 | -23 | 12% | . | -5 | . | . | .
Cc1ccc(S(=O)(=O)N2CCN(C(=S)NCc3ccc4c(c3)OCO4)CC2)cc1 | 10% | -4% | 8 | -23 | 14% | 0 | 0 | 6% | 7% | 0%
COc1cc2nc(Nc3ccc(C)c(C)c3)nc(N)c2cc1OC | -13% | -7% | -1 | -11 | -76%[inhibitor] | -3 | 2 | -7% | 11% | 2%
Cc1c(C(C)C)c(=O)n(-c2ccc(S(=O)(=O)NC3CC3)cc2)n1C | 3% | 0% | 5 | 32 | -24% | 1 | 10 | 11% | -9% | 14%
CCOC(=O)N1CCN(C(=O)c2ccccc2NC(=O)COc2ccccc2C)CC1 | 4% | 3% | 2 | -9 | -8% | 1 | 0 | 1% | 3% | 0%
Cc1cccc(NC(=O)/C(C#N)=C/c2ccc(Cl)cc2)n1 | -1% | 3% | -2 | 3 | 25% | 1 | 9 | -3% | 7% | 1%
COc1ccccc1N(CC(=O)Nc1ccccc1C(=O)NCC(C)C)S(C)(=O)=O | 0% | 4% | -1 | -9 | -3% | 1 | 4 | -10% | -3% | -1%
CCOC(=O)C1(Cc2cccc(Cl)c2)CCCN(C(=O)c2cccnc2)C1 (stereo not given) | 0% | 3% | -4 | -6 | -20% | -1 | 3 | 9% | -1% | 1%
c1ccc(CNc2nc(-c3cccnc3)cs2)cc1 | 2% | 0% | 2 | -4 | 24% | 0 | -1 | 1% | 1% | -2%
CCN1CCN(C(=O)CCc2nnc(CCc3c[nH]c4ccccc34)o2)[C@@H](C)C1=O | 5% | -1% | -3 | 7 | -23% | 2 | 2 | 1% | -11% | 1%
COc1cc2c(=O)n(Cc3ccco3)c(=O)n(CC(=O)c3ccc(Br)cc3)c2cc1OC | 3% | -7% | 0 | 9 | 1% | 0 | -4 | -4% | 13% | 1%
Cc1ccc(NC(=O)c2cnn(-c3ccccc3)c2NC(=O)c2ccco2)cc1 | 7% | -2% | ? | 2 | -43% | 5 | 0 | -8% | 4% | 4%
